Bioassay records deposited in PubChem BioAssay by Sanford-Burnham Center for Chemical Genomics.
UBC13 polyUb: UBC13 polyubiquitin chain formation inhibitors, primary screen, biochemical, TR-FRET, uHTS; Ubiquitin-conjugating enzyme E2 N (Homo sapiens), P61088; inhibition, % at 20 µM; actives 0.47% (n = 330,000); AID 485273, 2010; in the data active means inhibition above about 45%, passing the limit was not always enough
SENP8 block: SENP8 protease inhibitors, primary screen, biochemical, luminescence | Sentrin-specific protease 8 (Homo sapiens), Q96LD8 | purified SENP8, Z-RLRGG-aminoluciferin cleavage | inhibition, % at 10 µM | actives 1.2% (n = 330,000) | AID 2540, 2010
SENP7 block: SENP7 protease inhibitors, primary screen, biochemical, luminescence, uHTS; recombinant SENP7, Z-RLRGG-aminoluciferin luminescence, 40 min; actives 1.5% (n = 330,000); AID 434973, 2010; inhibition, % at 5 µM; Sentrin-specific protease 7 (Homo sapiens), Q9BQF6;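 active means inhibition above about 50% at the single test dose, limit read from the data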;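 further: plate controls were DMSO with enzyme for no effect and no enzyme buffer wells for full effect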
697 NFkB inh: inhibitors of PMA/ionomycin-induced NF-kB reporter, 697 cells, primary screen, B-cell NF-kB inhibitor project, cell-based, luminescence, uHTS | 697 B-cell NF-kB luciferase reporter, 16 h | AID 435022, 2010 | inhibition, % at 4 µM | actives 0.33% (n = 330,000); in the data active means inhibition above about 35%
Jurkat NFkB inh: inhibitors of induced NF-kB luciferase reporter, primary screen, TCR NF-kB activation inhibitor project, cell-based, luminescence, uHTS; inhibition, % at 4 µM; Jurkat, PMA/ionomycin-induced NF-kB luciferase reporter; actives 0.53% (n = 330,000); AID 435003, 2010
Apaf-1 inh: inhibitors of human Apaf-1 apoptosome, primary screen, biochemical, DEVD-Rh110 fluorescence, uHTS; Apoptotic protease-activating factor 1 (Homo sapiens), O14727; reconstituted apoptosome caspase-3 activity; inhibition, % at 20 µM; actives 0.71% (n = 330,000); active means inhibition of at least 40% at 20 µM;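 further: plate controls were DMSO wells for no effect and DEVD-CHO caspase inhibitor wells for full effect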
Target sequence (O14727 whole entry, looked up): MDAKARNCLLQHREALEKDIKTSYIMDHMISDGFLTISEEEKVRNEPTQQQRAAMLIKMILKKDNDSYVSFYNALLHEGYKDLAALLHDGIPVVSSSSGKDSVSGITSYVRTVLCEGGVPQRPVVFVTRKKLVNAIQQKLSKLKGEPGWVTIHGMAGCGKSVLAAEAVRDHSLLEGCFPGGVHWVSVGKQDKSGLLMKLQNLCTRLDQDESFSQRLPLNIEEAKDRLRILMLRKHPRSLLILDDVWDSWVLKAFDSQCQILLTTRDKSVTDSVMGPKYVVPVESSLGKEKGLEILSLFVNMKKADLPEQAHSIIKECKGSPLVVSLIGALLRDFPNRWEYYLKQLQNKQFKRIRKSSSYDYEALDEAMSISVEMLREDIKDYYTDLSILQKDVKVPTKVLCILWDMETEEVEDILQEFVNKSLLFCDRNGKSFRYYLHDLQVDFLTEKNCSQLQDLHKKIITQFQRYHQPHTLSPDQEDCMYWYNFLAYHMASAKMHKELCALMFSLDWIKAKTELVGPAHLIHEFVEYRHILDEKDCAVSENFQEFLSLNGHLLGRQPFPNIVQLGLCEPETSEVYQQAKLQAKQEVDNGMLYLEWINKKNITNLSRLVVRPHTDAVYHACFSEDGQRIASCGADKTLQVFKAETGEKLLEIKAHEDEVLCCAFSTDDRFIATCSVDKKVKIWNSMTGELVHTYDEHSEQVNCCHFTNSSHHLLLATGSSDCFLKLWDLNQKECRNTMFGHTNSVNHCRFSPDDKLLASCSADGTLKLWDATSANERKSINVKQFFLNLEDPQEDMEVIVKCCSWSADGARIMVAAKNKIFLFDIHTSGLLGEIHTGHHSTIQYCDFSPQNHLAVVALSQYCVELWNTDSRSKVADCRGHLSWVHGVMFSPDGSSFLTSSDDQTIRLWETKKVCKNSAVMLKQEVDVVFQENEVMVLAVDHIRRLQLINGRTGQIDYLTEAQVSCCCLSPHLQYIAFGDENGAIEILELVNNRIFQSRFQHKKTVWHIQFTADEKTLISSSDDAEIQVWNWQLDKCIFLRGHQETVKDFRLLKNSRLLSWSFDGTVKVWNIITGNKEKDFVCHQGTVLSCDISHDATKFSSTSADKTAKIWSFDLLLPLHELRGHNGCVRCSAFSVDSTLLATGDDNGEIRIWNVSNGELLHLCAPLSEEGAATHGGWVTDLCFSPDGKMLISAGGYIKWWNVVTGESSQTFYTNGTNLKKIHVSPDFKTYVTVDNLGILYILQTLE
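Assay system: Apoptosome proteins | Medium: pH 7.5 Hepes buffer with CHAPS, BSA, DTT | Also added: Cytochrome c and DEVD-Rh110 substrate | Times: 30 min plus 50 min, RT | Detection: Rhodamine 110 fluorescence at Ex 480/Em 540 nm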
Gli-Sufu antag: Gli-Sufu pathway antagonists, primary screen, luciferase luminescence, Sufu-KO-LIGHT cells, uHTS | Sufu-KO-LIGHT fibroblasts, Gli luciferase reporter luminescence | inhibition, % at 5 µM | actives 0.74% (n = 340,000);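 active means inhibition above about 55%, limit read from the data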;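 further: 0% = DMSO-treated cells and 100% = wells with medium but no cells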
HKDC1 inhibitor: HKDC1 hexokinase inhibitors, primary screen, biochemical, fluorescence, uHTS. Q2TB90. recombinant HKDC1, G6PDH/diaphorase resazurin coupled fluorescence. inhibition, % at 20 µM. actives 0.16% (n = 340,000). AID 493160, 2011;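 active means inhibition above about 35% when tested at 20 µM, limit read from the data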;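 further: plate controls were DMSO wells with enzyme for no effect and DMSO wells lacking enzyme for full effect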
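Test system: HK5 enzyme. Quantity: 5 µg/mL HK5 final. Reagent: glucose and ATP substrates. Schedule: 90 min reaction incubation at room temperature, dark. Technique: resazurin-to-resorufin fluorescence via G6PDH and diaphorase coupling, 525/613 nm. Control set: DMSO wells with and without enzyme mix.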
* = called active by the depositor; · = not tested or not shown. Unless noted, no stated cut-off is given here; in the data, active means inhibition above about 50%; inactive means the rest.

SMILES	UBC13 polyUb	SENP8 block	SENP7 block	697 NFkB inh	Jurkat NFkB inh	Apaf-1 inh	Gli-Sufu antag	HKDC1 inhibitor
Brc1ccc(CSc2nccn2-c2ccccc2)cc1	2.3	0.6	3.0	12.2	-7.6	-5.3	-1.0	-0.3
COc1ccc(C(=O)NC(=S)SCC(=O)O)cc1	-6.1	-4.9	-1.6	23.9	1.8	-13.2	3.0	4.1
COCCNc1nc(C)cc(-c2cc(-c3ccc(Cl)cc3)on2)n1	7.8	2.1	3.4	10.9	-2.7	9.5	-7.1	2.5
N#CC1=C(S)N(c2ccccc2)C(c2ccc(-c3ccc(Cl)c(Cl)c3)o2)NC1=O (configuration not stated)	-0.1	-6.0	2.7	-3.0	6.4	-3.1	12.5	-1.7
COc1cc(OC)cc(-c2c(-c3cccs3)c3cc(-c4ccc(OCc5ccccc5)cc4)ccc3n2C)c1	40.4	-14.3	4.0	-7.1	-3.0	18.7	-3.6	-3.0
CC(C)Cn1c(=O)c2sccc2n2c(CCCC(=O)NC3CCN(Cc4ccccc4)CC3)nnc12	3.6	10.5	1.9	-4.1	-16.4	2.3	20.1	-6.8
Cn1ncc(Br)c1NC(=O)Nc1ccccc1	1.6	-8.8	8.7	-17.7	-20.1	0.0	0.1	-1.1
Nc1nc(NCc2ccco2)nn1-c1ccccc1	3.5	6.3	8.7	-5.8	-14.0	-1.1	1.0	-2.0
CCCNC(=O)C1CN(S(=O)(=O)c2ccc(C)cc2)c2ccccc2O1 (configuration not stated)	3.8	2.1	-0.5	17.1	18.2	5.0	-9.6	0.4
COc1ccc(C(=O)Oc2ccc(=O)n(-c3ccccc3)n2)cc1	-3.3	-14.5	-2.3	5.0	7.8	0.1	-8.4	-7.0
COc1ccccc1OCC(=O)Nc1ccccc1C(=O)NC1CC1	-0.5	-11.3	9.2	11.9	12.3	3.3	-7.9	-4.5
Cc1cc(NCCO)nc(N2CCOCC2)n1	-0.3	3.6	-1.4	10.4	-1.0	-6.0	0.2	-5.5
C/C(=N\NC(=S)Nc1ccc(C)c(C)c1)c1ccc(N2CCOCC2)cc1	-2.9	8.5	12.3	-9.0	5.4	13.6	17.3	-11.9
O=S(=O)(c1ccccc1)N1CCN(CCc2ccccc2)CC1	-8.5	-7.3	-9.1	-18.2	-21.9	-5.2	6.6	-2.5
COc1ccc(CNS(=O)(=O)c2ccc3c(c2)NC(=O)CS3)cc1	-3.3	-4.3	0.1	-13.5	-0.3	4.5	-2.3	-3.0
Cc1cc(OCC(=O)NNC(=O)c2cnccn2)cc(C)c1Cl	1.8	0.5	-6.6	8.7	3.1	0.9	1.9	-10.9
Cc1cc(OCC(O)CN2CCCC2)ccc1C(C)C (configuration not stated)	3.5	-12.0	-10.2	-0.7	-10.1	7.8	14.3	-4.0
O=C(NC1CCOC1)c1ccc(OC2CCN(CCc3ccccc3)CC2)cc1 (configuration not stated)	-2.3	0.8	12.7	7.3	11.3	-6.2	-5.7	-3.5
O=C(CCN1CCN(Cc2ccccc2)CC1)Nc1ccc(OCc2ccccc2)cc1	1.6	7.1	5.2	-82.9	15.4	22.9	-4.3	0.3
CCOc1ccc(S(=O)(=O)Nc2ncn[nH]2)cc1	4.4	7.2	-2.7	3.4	4.2	7.1	-7.4	-4.2
CCOCCCNC(=O)C(c1ccc(C)cc1)N1CCOCC1 (configuration not stated)	1.4	2.7	1.9	8.4	-7.9	2.6	2.8	5.8
O=C(/C=C/c1ccccc1)N/C(=C/c1ccccc1)C(=O)Nc1ccccc1O	-15.1	-3.3	-1.9	-10.9	-2.6	21.3	1.0	3.1
O=S(=O)(NCC(O)c1ccccc1)c1cc(Cl)sc1Cl (configuration not stated)	3.4	1.0	10.1	12.1	6.2	7.9	-12.2	-4.7
CCOC(=O)C(NCc1ccco1)(NC(=O)c1ccc(OC)cc1)C(F)(F)F (configuration not stated)	4.4	-0.6	-0.9	2.3	13.3	-12.9	-1.5	-8.1
O=C(OCc1cc(=O)n2ccsc2n1)c1ccc(O)cc1O	-4.7	47.2	39.4	-4.2	-15.3	-13.2	-11.4	-2.5

Reprinted at random: 4 entries already listed.
SMILES	UBC13 polyUb	SENP8 block	SENP7 block	697 NFkB inh	Jurkat NFkB inh	Apaf-1 inh	Gli-Sufu antag	HKDC1 inhibitor
O=C(OCc1cc(=O)n2ccsc2n1)c1ccc(O)cc1O	-4.7	47.2	39.4	-4.2	-15.3	-13.2	-11.4	-2.5
COc1cc(OC)cc(-c2c(-c3cccs3)c3cc(-c4ccc(OCc5ccccc5)cc4)ccc3n2C)c1	40.4	-14.3	4.0	-7.1	-3.0	18.7	-3.6	-3.0
CCOC(=O)C(NCc1ccco1)(NC(=O)c1ccc(OC)cc1)C(F)(F)F (configuration not stated)	4.4	-0.6	-0.9	2.3	13.3	-12.9	-1.5	-8.1
CCOc1ccc(S(=O)(=O)Nc2ncn[nH]2)cc1	4.4	7.2	-2.7	3.4	4.2	7.1	-7.4	-4.2

Later entries.
SMILES	UBC13 polyUb	SENP8 block	SENP7 block	697 NFkB inh	Jurkat NFkB inh	Apaf-1 inh	Gli-Sufu antag	HKDC1 inhibitor
COc1ccc(OC)c(CN2CCN(C(=O)CNC(=O)c3ccc(C(C)(C)C)cc3)CC2)c1	12.2	-2.9	4.8	-0.1	-10.9	21.4	-1.4	-1.5
CC(=O)N1CCN(c2ccc(NC(=O)c3ccc(Cl)c(Cl)c3)cc2)CC1	0.9	-0.9	0.3	-4.7	0.8	-5.5	6.3	-3.6
O=C(NNC(=O)c1ccccc1C(=O)O)c1ccc(-c2ccccc2)cc1	-10.2	-10.8	5.3	20.2	10.4	15.2	·	·
CN(CC(=O)NC(=O)NCc1ccccc1)Cc1cccc(Cl)c1Cl	9.2	-0.8	2.0	-4.7	-10.1	16.2	0.9	-7.8
CSc1ncccc1C(=O)Nc1ccc(OC(F)(F)F)cc1	1.3	-2.1	4.5	5.5	-9.8	2.0	-59.8	-1.3
Cc1ccc(N2C(=O)c3ccc(C(=O)N4CCN(c5ccc(C)c(C)c5)CC4)cc3C2=O)cc1	-1.8	-3.5	4.6	5.5	7.6	11.9	10.2	-6.2
CN(C)S(=O)(=O)n1cnc([C@@H]2[C@H]3C(=O)OC[C@@H]3C[C@@]23N=CN(Cc2ccccc2)C3=O)c1	-2.0	2.9	5.1	11.3	6.9	-11.0	-11.6	-1.0
O=C(O)C1Cc2[nH]cnc2C(c2ccccc2O)N1 (configuration not stated)	-7.9	-3.9	-3.8	3.3	-21.2	7.0	-6.7	1.6
O=S(=O)(Nc1nc2ccccc2nc1Nc1ccc2c(c1)OCO2)c1ccc(F)cc1	-13.6	-5.9	5.3	-29.3	-6.1	4.0	58.2*	-3.5
CC[C@H](C)C(=O)O[C@H]1CCC=C2C=C[C@H](C)[C@H](CC[C@@H]3C[C@@H](O)CC(=O)O3)[C@H]21	13.0	5.1	1.8	10.8	-20.2	5.2	-8.1	-4.5
O=C(c1ccc(Cl)cc1)N1CCCC(C(=O)N2CCc3ccccc3C2)C1 (configuration not stated)	4.4	0.4	-4.9	2.7	13.3	-13.7	-21.2	-3.5
O=C(Cc1csc(Nc2nc(=S)[nH]c3ccccc23)n1)NCc1ccccc1Cl	-22.9	-7.8	0.7	-8.5	4.9	-8.0	4.6	9.8
COc1cccc(C2CC(=O)N3CN(c4cccc(Cl)c4C)CSC3=C2C#N)c1OC (configuration not stated)	-17.1	2.6	2.6	8.0	7.7	1.4	-8.4	9.2
Cc1ccc(S(=O)(=O)n2cc(-c3ccccc3)c(N)n2)cc1	-10.5	-12.2	6.2	-0.1	-16.6	-1.4	1.2	5.1
COc1ccc(-c2[nH]ncc2/C=N/NC(=O)c2cc(Br)ccc2O)c(OC)c1	2.0	2.0	4.4	-13.1	-4.4	3.1	2.2	10.8
Cc1cnnn1-c1ccc([N+](=O)[O-])cc1	0.2	-1.3	6.5	-21.9	21.6	-15.8	2.3	-8.8
COCCNCCCCOc1c(Cl)cc(C)cc1Br	3.3	-2.5	5.4	-3.8	-4.4	-4.3	5.8	-5.2
CC1CCc2nc(NC(=O)c3ccc(N4C(=O)CCC4=O)cc3)sc2C1 (configuration not stated)	0.9	-3.7	0.3	-22.3	5.9	-6.0	-0.7	-1.8
O=C(COC(=O)CNC(=O)c1ccccc1)NC(=O)NC1CCCCC1	-3.6	2.7	-1.1	6.8	1.9	-5.4	1.4	-1.9
O=C(NCCCn1ccnc1)C(Cc1ccc([N+](=O)[O-])cc1)N1C(=O)c2ccccc2C1=O (configuration not stated)	-1.9	-8.7	6.6	0.8	5.3	-0.6	3.9	4.4
Cc1ccc(CNC(=O)Cn2cnc(C(=O)Nc3ccc(C)c(C)c3)n2)o1	·	·	6.9	11.0	·	11.4	-15.3	1.2
COc1ccc2cc(C(=O)NCc3ccco3)c(=O)oc2c1	2.6	-6.9	-4.7	2.0	13.4	6.9	-11.9	-2.5
CCC1CCC2(CC1)NC(CO)(CO)CO2 (configuration not stated)	-1.1	1.2	-5.4	13.7	-7.7	-15.5	5.8	-6.8
Cc1cc(/C=C2\SC(=Nc3ccccc3)NC2=O)c(C)n1-c1ccc(S(N)(=O)=O)cc1	-9.0	6.3	0.7	13.1	-0.9	20.0	16.5	0.0
O=[N+]([O-])c1cc(C(F)(F)F)ccc1Oc1cccnc1[N+](=O)[O-]	10.4	-3.7	2.2	-5.0	4.0	-6.8	-3.2	19.6

New compounds follow
SMILES	UBC13 polyUb	SENP8 block	SENP7 block	697 NFkB inh	Jurkat NFkB inh	Apaf-1 inh	Gli-Sufu antag	HKDC1 inhibitor
CCC(=O)c1cn(CC(=O)Nc2ccc(C)cc2)c2ccccc12	0.9	1.5	0.0	4.6	-7.6	-9.5	2.6	0.0
CC(Oc1ccc(Br)cc1)C(=O)N1CCC(C(N)=O)CC1 (configuration not stated)	2.3	2.2	7.7	2.2	-3.8	-6.0	-8.3	-2.3
Clc1ccc(-c2nc(NCCCN3CCOCC3)c3ccccc3n2)cc1	18.0	-1.1	-1.8	-2.2	-5.4	4.0	3.4	-5.3
C=CCn1c(SCC(=O)Nc2cc(C)cc(C)c2)nnc1-c1cnccn1	2.9	1.0	7.9	25.6	5.9	-0.9	12.2	-7.5
COc1ccc(/C=C/C(=O)C(C)(C)C)cc1OC	2.3	-2.7	3.7	-2.0	8.4	1.2	1.4	3.4
Cc1nc2[nH]c(=S)[nH]c2cc1Br	-14.7	-3.9	11.5	8.6	2.5	5.5	-2.2	6.0
O=C(c1ccco1)N1C(=O)c2cccc3cccc1c23	12.6	3.8	-0.5	4.3	0.2	0.6	8.5	2.9
Cc1nn2c3c(cnc2c1-c1ccccc1)C(=O)CC(c1ccco1)C3 (configuration not stated)	-0.7	0.6	5.6	-17.1	-8.4	26.3	0.1	-2.1
Cc1ccc(-c2csc(N/N=C/C=C/c3ccccc3)n2)cc1	-20.2	-6.8	-3.3	-2.9	-4.3	-2.0	-5.0	-1.9
Cc1onc(-c2c(F)cccc2Cl)c1C(=O)N1CCN(c2ncccn2)CC1	-2.3	1.4	2.0	8.8	8.9	-12.8	-5.5	-6.4
O=C(N/N=C/c1ccccn1)c1ccc(Br)cc1	-23.5	-15.7	-9.1	-39.4	-0.5	-17.2	-5.4	-10.4

3 compounds from above, ordered by the number in Jurkat NFkB inh, largest number first.
smiles | Jurkat NFkB inh
Cc1cc(NCCO)nc(N2CCOCC2)n1 | -1.0
O=S(=O)(Nc1nc2ccccc2nc1Nc1ccc2c(c1)OCO2)c1ccc(F)cc1 | -6.1
O=C(O)C1Cc2[nH]cnc2C(c2ccccc2O)N1 (configuration not stated) | -21.2
